# Source: PubChem
# HP1b chromo inh = HTS for Inhibitors of HP1-beta Chromodomain Interactions with Methylated Histone Tails. Chromobox protein homolog 1 (Homo sapiens), P83916. AlphaScreen HP1-beta / biotin-H3K9me3 peptide binding. Potency, µM (titrated, usually from 114 µM), inactives show at the top dose activity change, negative = inhibition, actives largely listed as inhibitors. 0.56% of 390,000 active. AID 540317, 2011; further: nearly all actives have a fitted effect of over 70% in size; inactives centre near 23
# Target sequence (P83916 whole entry, looked up): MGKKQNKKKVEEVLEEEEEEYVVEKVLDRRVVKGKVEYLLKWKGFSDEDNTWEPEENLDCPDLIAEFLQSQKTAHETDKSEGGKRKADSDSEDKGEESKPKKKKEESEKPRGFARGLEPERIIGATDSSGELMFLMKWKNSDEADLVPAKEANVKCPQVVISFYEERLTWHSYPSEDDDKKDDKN
#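 Compound inhibition of the preformed complex between 50 nM HP1-beta and 50 nM biotinylated H3K9me3 peptide was read by AlphaScreen. Buffer was PBS pH 7.4 with 0.01% Tween-20. Incubations ran 30 min at room temperature, with 10 ug/mL donor/acceptor beads.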
# Tb PGK inh = qHTS Assay to Find Inhibitors of Phosphoglycerate Kinase. Potency, µM (doses to about 57.5 µM), for the others: top-dose activity change, negative = inhibition, hits mostly inhibitors. AID 602233, 2012. Phosphoglycerate kinase, glycosomal (Trypanosoma brucei brucei), P07378. PGK/GAPDH coupled, Kinase-Glo luminescence, 60 min. 0.043% of 380,000 active; further: on the % scale 0 is the no-effect control and ±100 the full control effect; nearly all actives have a fitted effect of over 60% in size
# Target sequence (P07378 whole entry, looked up): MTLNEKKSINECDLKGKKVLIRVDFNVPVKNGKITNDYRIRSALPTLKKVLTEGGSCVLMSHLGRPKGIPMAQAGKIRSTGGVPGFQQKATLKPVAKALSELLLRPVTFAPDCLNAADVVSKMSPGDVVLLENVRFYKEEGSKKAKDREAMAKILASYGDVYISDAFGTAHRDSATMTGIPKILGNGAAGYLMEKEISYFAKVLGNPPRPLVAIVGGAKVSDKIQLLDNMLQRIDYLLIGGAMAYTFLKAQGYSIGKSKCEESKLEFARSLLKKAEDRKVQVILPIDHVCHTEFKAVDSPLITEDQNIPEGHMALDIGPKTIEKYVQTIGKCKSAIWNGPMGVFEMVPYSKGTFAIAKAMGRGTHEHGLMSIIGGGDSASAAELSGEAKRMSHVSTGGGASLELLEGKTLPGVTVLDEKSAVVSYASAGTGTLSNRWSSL
#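 Recombinant glycosomal PGK reaction used 1,3-bisphosphoglycerate generated in-well by GAPDH (100nM final) in 100mM TEA pH 7.6, 5mM MgCl2, 0.01% Tween-20. After 60 minutes at room temperature, ATP was read by Kinase-Glo Plus luminescence end-point.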
# ERG-DNA inh = qHTS for Small Molecule Inhibitors of the ERG Ets/DNA interaction. fluorescence polarization, His-ERG Ets domain / labelled DNA. Transcriptional regulator ERG (Homo sapiens), P11308. AID 624246, 2012. 0.028% of 370,000 active. Potency, µM (series often up to 76.9 µM), inactives show top-dose FP activity, negative = inhibition, hits mostly inhibitors; active means well fitted inhibition curve with a large enough effect in the polarisation, with a control signal flat; inconclusive means small, poorly fitted or top-dose-only effect, or effect the other way, or a change in a side signal; inactive means no such curve, though single readings can be large or run the other way; the % refers to the polarisation;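 further: polarization taken with two DNA probes labelled with fluorescein and Texas red; % of control where 0% means no effect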
#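 His-tagged ERG Ets domain (1 uM in the protein solution; 300mM KCl, 50mM Tris-HCl, 1mM EDTA, 1mM DTT, pH 7.5) received compound, then a probe mix of 5 nM fluorescein-DNA and 100nM Texas-615-DNA. Fluorescence polarization was read for both dyes.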
# RGS4 inh = Inhibitors of Regulator of G Protein Signaling (RGS) 4: qHTS; 0.039% of 390,000 active; Potency, µM (titrated, usually from 114 µM), without a hit: at the top dose activity change, negative = inhibition, hits mostly inhibitors; Transcreener GDP fluorescence polarization, RGS4-accelerated GTP hydrolysis; Regulator of G-protein signaling 4 (Homo sapiens), P49798; further: on the % scale 0 is the no-effect control and ±100 the full control effect; nearly all actives have a fitted effect of over 75% in size; some results filed as inactive show a strong effect at the top dose
# Target sequence (P49798 whole entry, looked up): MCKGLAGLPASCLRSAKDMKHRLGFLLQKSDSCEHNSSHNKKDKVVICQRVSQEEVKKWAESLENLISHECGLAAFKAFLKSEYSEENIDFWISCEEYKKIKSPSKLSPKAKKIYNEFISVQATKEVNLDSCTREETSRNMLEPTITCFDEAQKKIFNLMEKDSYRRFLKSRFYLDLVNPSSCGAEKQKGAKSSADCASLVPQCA
#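 MLSMR compounds (23 nl, pin-transferred) preincubated 10 min at room temperature with a 500nM (2x) first reagent, then RGS4 at 900nM (2x) plus Transcreener GDP mix added; fluorescence polarization (620/688 nm) read before and after 90 min at 30 °C.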
# ALOX12 inh = Primary qHTS assay for inhibitors of human arachidonate 12S-lipoxygenase (ALOX12): Round 2 | 1.1% of 580,000 active | AID 1671190, 2021 | purified 12hLO, xylenol orange hydroperoxide absorbance | Polyunsaturated fatty acid lipoxygenase ALOX12 (Homo sapiens), P18054 | Potency, µM (top dose mostly 108 µM), without a hit: at the highest dose activity change, negative = inhibition, hits mostly inhibitors; further: on the % scale 0 is the no-effect control and ±100 the full control effect
#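 Purified human 12hLO (150 nM final) in 25 mM Hepes, 0.01% Triton X-100, pH 7.0 was preincubated 15 min at room temperature with compound. Then 40 uM arachidonic acid was added, 30 min. Hydroperoxide was read by Fe-XO absorbance ratio 573/405 nm.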
# Pin1 inhibitor = qHTS Assay to Find Inhibitors of Pin1; Peptidyl-prolyl cis-trans isomerase NIMA-interacting 1 (Homo sapiens), Q13526; Pin1 FP peptide displacement, HiFluor488, 10 min; Potency, µM (top dose mostly 115 µM), for inactives: top-dose activity, negative = inhibition, hits mostly inhibitors; 0.009% of 390,000 active; AID 504891, 2011; active means well fitted inhibition curve with a large enough effect in the polarisation, with a control signal flat, not every such curve was filed as active; inconclusive means small, poorly fitted or top-dose-only effect, or effect the other way, or a change in a side signal; inactive means no such curve, though single readings can be large or run the other way; the % refers to the polarisation; further: on the % scale 0 is the no-effect control and ±100 the full control effect
# Target sequence (Q13526 whole entry, looked up): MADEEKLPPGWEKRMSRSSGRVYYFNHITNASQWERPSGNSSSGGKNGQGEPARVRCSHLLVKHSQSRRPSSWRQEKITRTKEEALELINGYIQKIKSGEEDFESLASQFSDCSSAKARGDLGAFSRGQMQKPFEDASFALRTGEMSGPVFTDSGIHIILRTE
# TrxR1 inh = qHTS Assay for Inhibitors of Mammalian Selenoprotein Thioredoxin Reductase 1 (TrxR1): qHTS. Thioredoxin reductase 1, cytoplasmic (Rattus norvegicus), O89049. recombinant rTrxR1, NADPH fluorescence consumption, selenite substrate. Potency, µM (titrated, usually from 114 µM), for the others: top-dose activity change, negative = inhibition, hits mostly inhibitors. 1% of 390,000 active; further: on the % scale 0 is the no-effect control and ±100 the full control effect; nearly all actives have a fitted effect of over 65% in size
#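 Rat TrxR1 (90 nM in the dispensed reagent) was pre-reduced with 400 uM NADPH for 5 min at room temperature, then incubated with compound for 15 min. After 400 uM selenite was added, NADPH fluorescence (Ex 340/Em 450 nm) was followed for 8 min.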
# JMJD2A Tudor = qHTS Assay for Inhibitors of JMJD2A-Tudor Domain; Lysine-specific demethylase 4A (Homo sapiens), O75164; AlphaScreen JMJD2A-Tudor / H3K4me3 peptide binding; Potency, µM (titrated, usually from 114 µM), without a hit: at the top dose activity change, negative = inhibition, usual class: inhibitors; 4.4% of 390,000 active; AID 504339, 2011; further: on the % scale 0 is the no-effect control and ±100 the full control effect; nearly all actives have a fitted effect of over 50% in size
# GLS inh = qHTS for Inhibitors of Glutaminase (GLS); 0.21% of 410,000 active; GLS enzymatic activity, qHTS titration; Glutaminase kidney isoform, mitochondrial (Homo sapiens), O94925; Potency, µM (top dose mostly 45.5 µM), inactives show at the top dose activity change, negative = inhibition, hits mostly inhibitors; further: on the % scale 0 is the no-effect control and ±100 the full control effect
#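 hKGA in 45 mM KH2PO4 pH 8.2, 0.02% Tween-20 with pin-transferred compounds; 1 mM L-glutamine (stock) plus glutamate oxidase/HRP/Amplex Red coupling added. Fluorescence read initially and after 30 min at RT.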
# The depositor's hits bear a star; i = inactive; u = inconclusive; x = no result given; & = joins results of further samples; [ ] = dose if it differs, or a comment. Unless noted, the call rests on the fitted dose curve; in most records, active means well fitted curve in the direction sought with a large enough effect; inconclusive means small, poorly fitted or top-dose-only effect, or another doubt; inactive means no such curve, though single readings can be large; an effect the other way counts as inactive or inconclusive. Potency means the concentration at half of the fitted maximal effect. These rows are one share of the data; the hit share may differ from the screen's.
# The opening six records, ahead of the listing:
# Each structure is followed by: Tb PGK inh	Pin1 inhibitor	GLS inh	RGS4 inh	ALOX12 inh	ERG-DNA inh	TrxR1 inh	JMJD2A Tudor	HP1b chromo inh
- Cc1ccc(CSc2nnc(-c3ccc(S(=O)(=O)N4CCCC4)cc3)o2)cc1
 : -5%	0%	0%	-7%	0%	3%	4%	-18%	14%
- COc1ccccc1N(CN1C(=O)c2ccccc2C1=O)C(=O)c1cccnc1
 : i	-3%	4%	7%	-20%	-10%	16%	-8%	37%
- CCC(CC)C(=O)Nc1c2cnn(-c3ccccc3)c2nc(=O)n1-c1ccccc1
 : 1%	6%	11%	9%	-5%	x	-12%	-1%	8%
- CCn1nc(C)c(CNC(=O)c2ccc(OC3CCN(Cc4ccccn4)CC3)cc2)c1C
 : 4%	-18%	0%	-14%	-20%	5%	-27%	-10%	11%
- CCCC[C@H]1C2=C3[C@@H](CC(C(=O)OC)=C[C@@H](C(=O)OC)[C@H]3C(C)(C)C2=O)n2c(=O)n(-c3ccccc3)c(=O)n21
 : -11%	-14%&4%	5%	0%&8%	-1%	11%	16%&-5%	-30%&-12%	10%&26%
- COCCOC(=O)c1c(N)n(CCCN2CCOCC2)c2nc3ccccc3nc12
 : -8%	-11%	-2%	-1%	u	-11%	-3%[57.1 µM]	-3%	32%

# The list itself (from the top)
# Each structure is followed by: Tb PGK inh	Pin1 inhibitor	GLS inh	RGS4 inh	ALOX12 inh	ERG-DNA inh	TrxR1 inh	JMJD2A Tudor	HP1b chromo inh
- Cc1ccc(CSc2nnc(-c3ccc(S(=O)(=O)N4CCCC4)cc3)o2)cc1
 : -5%	0%	0%	-7%	0%	3%	4%	-18%	14%
- COc1ccccc1N(CN1C(=O)c2ccccc2C1=O)C(=O)c1cccnc1
 : i	-3%	4%	7%	-20%	-10%	16%	-8%	37%
- CCC(CC)C(=O)Nc1c2cnn(-c3ccccc3)c2nc(=O)n1-c1ccccc1
 : 1%	6%	11%	9%	-5%	x	-12%	-1%	8%
- CCn1nc(C)c(CNC(=O)c2ccc(OC3CCN(Cc4ccccn4)CC3)cc2)c1C
 : 4%	-18%	0%	-14%	-20%	5%	-27%	-10%	11%
- CCCC[C@H]1C2=C3[C@@H](CC(C(=O)OC)=C[C@@H](C(=O)OC)[C@H]3C(C)(C)C2=O)n2c(=O)n(-c3ccccc3)c(=O)n21
 : -11%	-14%&4%	5%	0%&8%	-1%	11%	16%&-5%	-30%&-12%	10%&26%
- COCCOC(=O)c1c(N)n(CCCN2CCOCC2)c2nc3ccccc3nc12
 : -8%	-11%	-2%	-1%	u	-11%	-3%[57.1 µM]	-3%	32%
- C/C(=N\NC(=O)COc1cccc2ccccc12)c1cccs1
 : 1%	0%	2%	9%	4%	-2%	8%	-8%	18%
- O=C1/C(=C/c2ccc(Cl)cc2)SC(=S)N1CCC(=O)N1CCCCC1CCO (configuration not stated)
 : -8%	28%	-11%	-47%	-7%	40%[activator]	11%	u	-15%
- COc1ccc(Br)cc1CN1C(=O)NC2(CCCCCC2)C1=O
 : 3%	13%	5%	13%	u	-3%	4%[57.1 µM]	-8%	17%
- O=c1c2oc3ccccc3c2n(Cc2cccc(F)c2)c(=O)n1Cc1ccc2c(c1)OCO2
 : -9%	13%	-2%	2%	0%	1%	26%	-7%	23%
- c1ccc(CCc2ccccc2-c2nc(-c3cccnc3)no2)cc1
 : -6%	0%	-4%	-1%	-1%	6%	16%	95%[activator]	273%[activator]
- CCOC(=O)c1c(N)n[nH]c1-c1ccc(OC)cc1
 : -8%	1%	2%	8%	20%	-9%	15%	-2%	24%
- CN(Cc1ccon1)C(=O)CC1C(=O)NCCN1Cc1ccccc1C(F)(F)F (configuration not stated)
 : i	u	2%	4%	2%	2%	u	-18%	37%[activator]
- Cc1ccc(C(=O)N[C@H](C(=O)Nc2ccc(F)cc2)C(C)C)cc1
 : i	-8%	1%	4%	3%	u	-3%	-6%	38%
- COc1ccc(NC(=O)CC2C(=O)N(c3cccc(OC)c3)C(=O)N2Cc2ccc3c(c2)OCO3)cc1 (configuration not stated)
 : -7%	-6%	0%	-12%	-1%	-2%	15%	-23%	10%

# The listing continues:
# Each structure is followed by: Tb PGK inh	Pin1 inhibitor	GLS inh	RGS4 inh	ALOX12 inh	ERG-DNA inh	TrxR1 inh	JMJD2A Tudor	HP1b chromo inh
- N#Cc1c(N)sc(=S)c2c1CCCCC2
 : -3%	u	32%[activator]	u	u	u	-69%[57.1 µM]	45µM*	-49%
- N#Cc1nc(COc2ccccc2Cl)oc1N1CCCCCC1
 : -3%	7%	-2%	6%	11%[57.4 µM]	7%	23%	-21%	u
- COc1ccc(S(=O)(=O)Cc2ccc(C(=O)NC(C)C)o2)cc1
 : -2%	-10%	6%	u	319%[activator]	4%	20%[57.1 µM]	u	20%
- Cc1nnc(N(C)C(=O)c2ccncc2)s1
 : 1%	-7%	-8%	-10%	12%	-1%	11%	-10%	39%[activator]
- C=CCONC(=O)c1cc(OCC(F)(F)F)ccc1OCC(F)(F)F
 : -6%	-13%	11%	-15%	-12%	-3%	19%	-8%	7%
- Cc1cc(C)nc(N2CCC(C(=O)NC3CC3)CC2)n1
 : -7%	3%	-12%	-8%	12%	4%	1%	-9%	9%
- CCOc1cccc2cc(-c3csc(NC(=O)CCC(=O)NCCN4CCCCC4C)n3)c(=O)oc12 (configuration not stated)
 : -4%	1%	-11%	-35%	-7%	7%	31%[activator][57.1 µM]	9%	34%
- COc1ccc(CC(=O)NCc2ccccn2)cc1OC
 : -13%	0%	2%	-27%	i	3%	5%	-8%	53%[activator]
- CCc1nnc(NC(=O)c2ccc3ncsc3c2)s1
 : -1%	4%	0%	3%	u	3%	14%	-12%	3%[57 µM]
- COc1ccc(N2C(=O)c3ccccc3C2O)cc1 (configuration not stated)
 : -4%	2%	-14%	3%	-7%	12%	16%	-4%	20%
- Cc1ccc(CN2CCN(Cc3ccc(O)cc3)CC2CCO)o1 (configuration not stated)
 : i	-5%	18%	-5%	7%	6%	u	-23%	27%
- c1ccc(-c2nnc3n2-c2ccccc2SC3)cc1
 : 3%	-2%	-2%	-14%	0%	17%	19%[57.1 µM]	-13%	40%[activator]
- c1ccn2cc(CSc3nnc4ccccn34)nc2c1
 : 5%	-5%	-7%	-16%	-13%	x	12%	-18%	31%
- O=C1C(=O)N(C2CCN(S(=O)(=O)c3ccc(F)cc3)CC2)CCN1Cc1ccccc1
 : -9%	-8%	3%	-19%	-10%	-1%	17%[57.1 µM]	-3%	30%
- COc1ccc(N(CC(=O)NCC2CCCO2)S(=O)(=O)c2c(C)noc2C)cc1 (configuration not stated)
 : -4%	-3%	-4%	-5%	-29%	-14%	2%[57.1 µM]	-1%	32%

# Following part.
# Each structure is followed by: Tb PGK inh	Pin1 inhibitor	GLS inh	RGS4 inh	ALOX12 inh	ERG-DNA inh	TrxR1 inh	JMJD2A Tudor	HP1b chromo inh
- Cc1cc(C(=O)CCC(=O)N2CCN(c3ccccc3O)CC2)c(C)s1
 : -10%	2%	1%	-15%	1%	14%	0%	-24%	19%
- CC(=O)N1CCc2cc(S(=O)(=O)NC(Cc3ccccc3)C(=O)NCc3ccc(C)cc3)ccc21 (configuration not stated)
 : 7%	u	5%	-11%	3%	12%	7%	-24%	20%
- CCc1cc(CNC(=O)CC2C(=O)NCCN2Cc2ccccc2C(F)(F)F)on1 (configuration not stated)
 : -7%	u	9%	-26%	-1%	10%	-21%	11%	34%
- CCn1cc(CN2CCC(C(=O)Nc3cccc(-c4cccc(Cl)c4)c3)CC2)cn1
 : -8%	-2%	0%	19%	u	3%	21%	-32%	23%
- COc1ccccc1C(=O)N(C)CC(=O)Nc1ccc(N2CCOCC2)cc1
 : -10%	2%	23%	-2%	-21%	3%	12%	-15%	21%
- CSc1ccc(CNC(=O)C2CCC(=O)N(Cc3cccc(F)c3)C2)cc1 (configuration not stated)
 : 6%	0%	4%	-5%	4%	7%	7%	-7%	15%
- COc1ccc(CC(=O)NCCCCc2ccccc2)cc1OC
 : -10%	0%	8%	-9%	14%	12%	-9%[57.1 µM]	-4%	16%
- CSc1nc2ccc(NS(=O)(=O)c3ccc(Br)s3)cc2s1
 : 0%	-4%	19%	-3%	-5%	8%	18%	-10%	46%[activator]
- CCCCN(CC)CCNC(=O)c1cc2c(-c3ccccc3F)nn(C)c2s1
 : 6%	1%	13%	41%	-15%	-6%	3%	-27%	18%
- COC(=O)c1ccc(C2OCC(C)(C)CO2)cc1
 : 0%	9%	-8%	-3%	-2%	-3%	18%[57.1 µM]	-2%[57.1 µM]	59%[activator]
